# KCNH2 3.1 inh: qHTS for Inhibitors of KCHN2 3.1: Mutant qHTS; U2OS KCNH2 3.1, thallium flux FluxOr; stronger effect = lower value; activity change, % (tested at about 1.8 µM); 340,000 tested, 0.95% active;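 active = maximum activity change below -70%; inconclusive = maximum activity change from -70% to -50%; inactive = maximum activity change above -50%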;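 also: thallium influx rate constant from kinetic fluorescence after stimulation buffer; % is scaled to controls: 0 for no effect and ±100 for the full control effect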
#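 Normalized rate constant (relative to positive and negative DMSO controls) derived from a 2 min kinetic fluorescence read after stimulation; U2OS cells expressing the 3.1 isoform via virus at 1.77 x 10^8 /mL.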
# Mito fusion act: qHTS Assay for Small Molecule Inhibitors of Mitochondrial Division or Activators of Mitochondrial Fusion; 320,000 tested, 0.23% active; Potency, µM (series often up to 46.1 µM), without a hit: top-dose growth rescue (activation), usual class: activators; S. cerevisiae fusion-defective mutant growth rescue, CellTiterGlo 48 h; AID 485298, 2010;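 also: potency is read from the fitted curve at half-maximal effect; % of control where 0% means no effect; nearly all actives have a fitted effect of over 45% in size; temperature-sensitive fusion mutants such as fzo1-1 at 37 °C on non-fermentable ethanol glycerol medium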
#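 Compounds are tested for their ability to restore growth of mitochondrial fusion-defective yeast strains at non-permissive 37C in YPEG medium over 48 hours. Viability is quantified by luciferase luminescence.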
# MBNL1 CUG block: qHTS Assay for Inhibitors of MBNL1-poly(CUG) RNA binding. Muscleblind-like protein 1 (Homo sapiens), Q9NR56. TR-FRET MBNL1-His/biotin-(CUG)12 binding, 665/545 ratio. Potency, µM (highest dose often 57.5 µM), for the others: at the highest dose activity change, negative = inhibition, hits mostly inhibitors. 280,000 tested, 0.036% active; active = well fitted inhibition curve with a large enough effect in the signal ratio, with a control signal flat, not every such curve was filed as active; inconclusive = small, poorly fitted or top-dose-only effect, or effect the other way, or a change in a side signal; inactive = no such curve, though single readings can be large or run the other way; the % refers to the signal ratio; also: potency is read from the fitted curve at half-maximal effect; % is scaled to controls: 0 for no effect and ±100 for the full control effect
#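 Compound titration spanned 92 nM–58 uM against the MBNL1-His/biotin-(CUG)12 complex. After 60 min at room temperature with 5 nM streptavidin-XL665 and 0.055 ng/ul terbium anti-His, ratiometric 665/545 nm emission (Ex 340 nm) normalized to controls.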
# FLuc modulator: qHTS profiling assay for firefly luciferase inhibitor/activator using purifed enzyme and Km concentrations of substrates (counterscreen for miR-21 project). 360,000 tested, 6.9% active. purified FLuc, Km substrates, luminescence inhibition. AID 588342, 2011. Luciferin 4-monooxygenase (Photinus pyralis), P08659. Potency, µM (top dose mostly 57.5 µM), for inactives: top-dose activity change, negative = inhibition, usual class: inhibitors;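 also: potency is read from the fitted curve at half-maximal effect; plate controls were vehicle for no effect and reference inhibitor for full effect; nearly all actives have a fitted effect of over 55% in size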
# Target sequence (P08659 whole entry, looked up): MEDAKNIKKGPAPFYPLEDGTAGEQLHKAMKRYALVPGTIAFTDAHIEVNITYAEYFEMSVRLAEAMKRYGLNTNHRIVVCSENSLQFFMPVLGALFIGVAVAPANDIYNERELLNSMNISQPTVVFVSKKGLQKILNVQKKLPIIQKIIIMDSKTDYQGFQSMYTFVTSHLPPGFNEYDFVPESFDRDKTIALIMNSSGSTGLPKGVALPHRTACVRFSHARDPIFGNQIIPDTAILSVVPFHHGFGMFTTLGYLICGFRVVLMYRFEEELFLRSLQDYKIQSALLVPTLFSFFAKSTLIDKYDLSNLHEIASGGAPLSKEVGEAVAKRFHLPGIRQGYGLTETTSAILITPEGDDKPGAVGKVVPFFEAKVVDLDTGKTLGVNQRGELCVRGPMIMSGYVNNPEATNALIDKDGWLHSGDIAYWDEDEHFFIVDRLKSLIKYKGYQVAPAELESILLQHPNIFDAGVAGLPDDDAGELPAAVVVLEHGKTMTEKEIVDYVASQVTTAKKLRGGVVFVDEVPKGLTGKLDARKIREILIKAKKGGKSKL
#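 Purified P. pyralis luciferase (10nM final) with 10uM D-luciferin and 10uM ATP (Km levels) in 50mM Tris acetate pH 7.5, 10mM Mg acetate, 0.01% Tween-20, 0.05% BSA; qHTS 6-point titration, ~60 µM downward; luminescence read.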
# PKM2 activator: qHTS Assay for Activators of Human Muscle isoform 2 Pyruvate Kinase; Pyruvate kinase PKM (Homo sapiens), P14618; purified PKM2, Kinase-Glo ATP luminescence, activation; response scale: 0% is enzyme alone, no compound; Potency, µM (titrated, usually from 57.5 µM), inactives show at the highest dose activation, most hits filed as activators; 260,000 tested, 0.34% active; AID 1631, 2009; also: potency is read from the fitted curve at half-maximal effect; % is scaled to controls: 0 for no effect and ±100 for the full control effect; nearly all actives have a fitted effect of over 55% in size
# Target sequence (P14618 whole entry, looked up, canonical isoform): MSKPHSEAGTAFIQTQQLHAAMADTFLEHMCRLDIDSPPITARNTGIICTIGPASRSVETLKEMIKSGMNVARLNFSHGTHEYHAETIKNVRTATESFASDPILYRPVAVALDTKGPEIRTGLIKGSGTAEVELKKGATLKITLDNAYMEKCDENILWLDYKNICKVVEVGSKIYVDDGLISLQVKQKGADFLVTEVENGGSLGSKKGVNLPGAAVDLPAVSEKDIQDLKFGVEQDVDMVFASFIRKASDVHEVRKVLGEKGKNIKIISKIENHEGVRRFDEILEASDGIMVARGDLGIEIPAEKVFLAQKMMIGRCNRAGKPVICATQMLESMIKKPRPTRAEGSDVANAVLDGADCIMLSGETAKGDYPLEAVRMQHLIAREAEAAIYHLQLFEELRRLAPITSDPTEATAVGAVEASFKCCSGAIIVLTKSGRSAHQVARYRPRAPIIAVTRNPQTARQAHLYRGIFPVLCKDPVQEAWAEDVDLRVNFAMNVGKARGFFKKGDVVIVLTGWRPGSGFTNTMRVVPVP
#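 hPK-M2, >95% pure; 0.1 mM ADP / 0.5 mM PEP final; imidazole pH7.2 buffer w/ 7 mM MgCl2, 50 mM KCl; 1 h RT; Kinase-Glo lum. Intermediate enzyme activity for dual inhibitor/activator qHTS.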
# Menin-MLL TR inh: qHTS Assay for Inhibitors Targeting the Menin-MLL Interaction in MLL Related Leukemias: Competition With Texas Red Labeled MLL-derived Mutant Peptide; O00255; Menin + Texas Red MLL mutant peptide, fluorescence polarization; Potency, µM (top dose mostly 61.6 µM), for inactives: at the top dose FP activity change, negative = inhibition, usual class: inhibitors; 270,000 tested, 0.23% active; AID 1768, 2009; active = well fitted inhibition curve with a large enough effect in the polarisation, with a control signal flat, not every such curve was filed as active; inconclusive = small, poorly fitted or top-dose-only effect, or effect the other way, or a change in a side signal; inactive = no such curve, though single readings can be large or run the other way; the % refers to the polarisation; also: potency is read from the fitted curve at half-maximal effect; % of control where 0% means no effect; many of its hits are not listed in these tables
# Rab9 prom act: qHTS Assay for Rab9 Promoter Activators. 320,000 tested, 2.8% active. AID 485297, 2010. Potency, µM (doses to about 9.22 µM), for inactives: at the top dose activation, negative = inhibition, actives largely listed as activators. Huh7 Rab9 promoter-luciferase reporter, luminescence, 24 h; also: potency is read from the fitted curve at half-maximal effect; % of control where 0% means no effect; nearly all actives have a fitted effect of over 60% in size
#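 Cell-based reporter: Huh7 stable for Rab9 promoter-driven luciferase, plated in reduced-serum medium with 10% FBS at 1500 cells/well, compound-treated 24 h at 37 °C, luminescence read after 10 min reagent.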
# NPC1 prom act: qHTS Assay for NPC1 Promoter Activators; Huh7 NPC1 promoter luciferase reporter, 24 h; Potency, µM (titrated, usually from 9.22 µM), without a hit: at the highest dose activation, hits mostly activators; 320,000 tested, 2.4% active; AID 485313, 2010;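 also: potency is read from the fitted curve at half-maximal effect; % of control where 0% means no effect; nearly all actives have a fitted effect of over 60% in size; reporter is driven by a mutant NPC1 promoter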
#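 NPC1 promoter–luciferase Huh7 cells; 24 h compound; luminescence.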
# ELG1 repair inh: qHTS screen for small molecules that inhibit ELG1-dependent DNA repair in human embryonic kidney (HEK293T) cells expressing luciferase-tagged ELG1. Potency, µM (doses to about 46.1 µM), inactives show at the top dose activity change, negative = inhibition, actives largely listed as inhibitors. 330,000 tested, 2.3% active. HEK293T ELG1-luciferase reporter, luminescence, 16 h; DNA damage induced by 5-fluorouridine; also: potency is read from the fitted curve at half-maximal effect; % is scaled to controls: 0 for no effect and ±100 for the full control effect; nearly all actives have a fitted effect of over 55% in size
#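 Step one: seed 2,000 cells per well. Step two: pin-transfer compound or DMSO alongside 5-fluorouridine. Step three: incubate 16 hr, 37 °C, 5% CO2. Step four: add ONE-Glo, wait 30 min, read luminescence.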
# Gal4-VP16 FLuc: VP16 counterscreen qHTS for inhibitors of ROR gamma transcriptional activity. Drosophila S2 Gal4-VP16 UAS-luciferase, luminescence, 20 h. Potency, µM (highest dose often 53.6 µM), without a hit: at the highest dose activity, negative = inhibition, most hits filed as inhibitors. 310,000 tested, 3.5% active;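 also: Gal4-VP16 expression switched on by copper sulfate through the metallothionein promoter; potency is read from the fitted curve at half-maximal effect; % is scaled to controls: 0 for no effect and ±100 for the full control effect; nearly all actives have a fitted effect of over 50% in size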
# RORgamma inh: qHTS for inhibitors of ROR gamma transcriptional activity. Nuclear receptor ROR-gamma (Mus musculus), P51450. Drosophila S2 Gal4-RORgamma UAS-luciferase reporter, 20 h. Potency, µM (titrated, usually from 53.6 µM), inactives show at the top dose activity change, negative = inhibition, usual class: inhibitors. 310,000 tested, 5.4% active; also: potency is read from the fitted curve at half-maximal effect; % is scaled to controls: 0 for no effect and ±100 for the full control effect; nearly all actives have a fitted effect of over 60% in size
#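 A Gal4/UAS one-hybrid system in insect cells: metallothionein-promoter Gal4–ROR gamma fusion plus Photinus luciferase reporter. Copper sulfate 700 uM final, 20 hr ambient incubation, luminescent detection after 10 min with reagent.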
# * hit, by the source's call; ? = inconclusive; · = not tested or not shown; & = joins results of further samples; [ ] = remark or other dose. Unless noted, calls follow the shape of the dose curve; as a rule, active = well fitted curve in the direction sought with a large enough effect; inconclusive = small, poorly fitted or top-dose-only effect, or another doubt; inactive = no such curve, though single readings can be large; an effect the other way counts as inactive or inconclusive. A portion of the library; rates above refer to the full screens.
SMILES,KCNH2 3.1 inh,Mito fusion act,MBNL1 CUG block,FLuc modulator,PKM2 activator,Menin-MLL TR inh,Rab9 prom act,NPC1 prom act,ELG1 repair inh,Gal4-VP16 FLuc,RORgamma inh
Oc1ccccc1-n1c(-c2ccccc2)ccc1-c1ccccc1,-1.5,-4.6%,-8.2%,-2.9%,-3.1%,2.1%,0.4%,-2.3%,-18.4%,?,4.7%
CC(OC(=O)c1oc2ccccc2c1CSC1CCCCC1)C(=O)NC(N)=O (stereo not given),-10.5,1.6%,?,1.4%,-3.2%,?,0.7%,1.1%,7.9%,-21.8%,?
COc1ccc(N(CC(=O)NCC2CCCO2)S(=O)(=O)c2ccccc2)cc1OC (stereo not given),-11.7,-1.8%,-4.3%,0.3%,-4.2%,10.3%,-0.9%,-7.7%,4.3%,-5.1%,7.0%
CCC(C)(C)n1nnnc1CN(Cc1cccs1)Cc1cc2cc(OC)ccc2[nH]c1=O,-4.1,13.5%,-0.1%,-1.0%,2.2%,-4.9%,-1.8%,19.8%,0.0%,5.4%,?
Cc1cccnc1NC(=O)C1c2ccccc2Oc2ccccc21,-0.5,9.6%,-11.0%,-0.1%,3.6%,4.8%,-5.2%,-4.9%,-12.9%,-2.3%,?
O=C(COc1ccc(Cl)cc1Br)Nc1nnc(C2CC2)s1,-9.3,0.6%,·,-1.1%,·,·,-4.6%,13.0%,?,·,·
Nc1c(C(=O)c2ccccc2)sc2nsc(SCCN3CCCC3)c12,1.6,1.5%,?,23.9µM*,-0.2%,·,23.5%,-3.9%,?,25.9%,?
COC(=O)c1cc(C)nc(Sc2ccccc2N)n1,-17.5,6.0%,·,12µM*,?,·,8.4%,-2.2%,11.0%,0.6%,-23.7%
CCCCn1c(N)c(N(CCOC)C(=O)C2CC(=O)N(Cc3ccco3)C2)c(=O)[nH]c1=O (stereo not given),-12.1,-1.3%,·,2.4%,·,·,0.8%,-2.9%,14.9%,·,·
CC(NCC(O)COC1CCC(C(C)(C)C)CC1)c1ccccc1 (stereo not given),-9.0,-4.1%,-6.2%,-1.3%,-4.1%,?,-4.2%,-1.8%,-5.7%,1.2%,?
CCN(CC)CCN1C(=O)C(=O)/C(=C(/O)c2cnn(-c3ccccc3)c2C)C1c1cccnc1 (stereo not given),-3.0,-2.0%,?,-2.0%[2.3 µM],5.1%,-8.7%,3.0%,1.2%,-6.9%,-15.3%,13.8%
O=C(CCc1ccccc1)N=C1SC2CS(=O)(=O)CC2N1c1cccc(F)c1 (stereo not given),-0.4,7.1%,3.3%,-2.7%,-0.8%,?,-0.6%,-5.8%,13.0%,-0.5%,-3.2%
O=S(=O)(NCc1ccccc1)c1cnc[nH]1,-12.2,2.3%,-7.3%,2.9%,-4.0%,21.9%,12.5%,-3.3%,-3.4%,-17.5%,-8.6%
Oc1ccccc1C1=NOC(O)(C(F)F)C1 (stereo not given),20.7,5.7%,-13.2%,-7.0%,1.6%,9.3%,-2.7%,-1.0%,6.6%,-1.6%,10.3%
CCn1c(SCC(=O)Nc2ccc(OC)c(OC)c2)nc2c(c1=O)SCC2,·,0.2%,11.0%,-0.2%,18.2%,·,7.8%,-6.0%,4.4%,-2.9%,3.1%
Cc1ccc(CSc2ncnc3c2cnn3-c2ccc(C)cc2)cc1,-4.7,-4.1%,6.2%,-9.6%,-4.6%,-10.4%,?,?,?,?,?
O=C1CC(c2ccco2)Cc2c1cnn2-c1nc2ccccc2s1 (stereo not given),3.3,-3.7%,·,-2.0%,?,5.6%,1.1%,-1.4%,14.9%,-1.7%,-12.4%
Nc1c(Cl)ncnc1NCCO,-3.7,8.5%&-0.3%,-5.9%&-3.7%,1.2%&-0.5%,-5.4%&-3.0%,4.6%,8.0%&-3.1%,-2.2%&-0.2%,12.4%&-0.2%,-2.0%&-11.1%,2.4%&-13.1%
C/C(=N\NC(=O)c1c(Cl)c(C)nn1C)c1cccc(NC(=O)C2CCCC2)c1,-4.3,-4.4%,8.5%,16.9µM*,-26.4%,-5.7%,1.8%,-2.9%,?,8.9%,30.4%
O=[N+]([O-])c1ccc(-n2cnc3ccccc32)c([N+](=O)[O-])c1,-5.4,10.1%,?,-2.6%,1.7%,3.0%,-0.9%,-4.4%,23.1µM*,?,-28.9%
CC1Cc2cccc3c(O)c(C(=O)c4nn[nH]n4)c(=O)n1c23 (stereo not given),7.9,0.8%,7.1%,8.5%,7.5%,7.5%,1.2%,0.5%,-5.9%,-8.3%,10.4%
CN(C(=O)COC(=O)c1cc2c(s1)CCCCC2)c1ccccc1,-11.4,-0.9%,·,?,·,·,-2.5%,-2.3%,10.5%,·,·
Cc1[nH]n2c(=O)c3c(nc2c1-c1ccc(Cl)cc1)CCC3,11.9,-1.0%,-8.7%,0.9%,-10.8%,14.7%,-23.0%,-10.2%,5.8%,?,2.24µM*
O=C(COc1ccc2c(c1)OCO2)Nc1cccc(F)c1,2.5,-10.6%,-4.2%,9.53µM*,·,6.5%,-0.8%,13.5%,?,21.0%,2.7%
COc1ccc(Cl)cc1C(=O)OCC(=O)N(C)CC(=O)Nc1ccc(F)cc1,-16.3,-3.7%,·,-0.7%,·,·,-4.9%,-0.9%,6.6%,·,·
Cc1cc(NC(=O)c2ccccc2)no1,8.8,-4.0%,-8.9%,23.9µM*,·,?,?,?,?,-16.3%,8.2%
Cn1c(=O)[nH]c(=O)c2c1nc1n2CCN1Cc1ccccc1,-5.9,3.2%,0.8%,-0.8%,-0.3%,-3.9%,0.4%,-1.0%,?,4.8%,3.0%
CC1CC(OCC(O)CN2CCCCC2C)CC(C)(C)C1 (stereo not given),-6.3,?,7.1%,1.2%,·,?,-1.9%,1.4%,-11.8%,7.6%,-1.1%
COc1nc(N)nc2nc[nH]c12,1.0,-1.3%,-11.0%,6.0%,1.9%,14.3%,-0.4%,-0.5%,2.8%,3.6%,-23.6%
O=S(=O)(NCC(c1cccnc1)N1CCN(c2ccccc2)CC1)c1cccs1 (stereo not given),·,0.2%,-1.3%,-0.3%,-0.3%,5.4%,2.9%,-1.6%,17.2%,-4.6%,10.0%
CCCCn1cc(S(=O)(=O)c2ccccc2)c(=O)c2cc(C)ccc21,0.7,15.7%,-5.5%,1.4%,·,·,-11.6%,-0.6%,1.8%,-2.4%,10.6%
CCC1CCCCN1C(=O)CSc1nc2c(c(=O)n1C)SC(C)C2 (stereo not given),?,-0.9%,-1.1%,1.0%,0.4%,-17.5%,-2.4%,-2.5%,-8.5%,20.0%,15.6%

# Some values from the list.
# Rab9 prom act result of `O=C(COc1ccc2c(c1)OCO2)Nc1cccc(F)c1` stands at -0.8%
# FLuc modulator result of `Cn1c(=O)[nH]c(=O)c2c1nc1n2CCN1Cc1ccccc1` stands at -0.8%

# Screening data deposited in PubChem by National Center for Advancing Translational Sciences (NCATS).
